AGP1 TOR yeast = modulators of AGP1-GFP expression in yeast TOR pathway, primary screen, cell-based, multiplex flow cytometry, S. cerevisiae, MLPCN library | 3 h; GFP as percent of DMSO wells | GFP response vs DMSO, % at 10 µM | 0.02% of 320,000 active | AID 2066, 2009;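 active = GFP response relative to DMSO above a set limit, near screen average plus 3 SD, cut at about 150% in these data; inconclusive = fewer than 70 cells counted for the yeast strain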;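 note: median GFP channel fluorescence of the gated AGP1 strain per well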
RPL19A-GFP yeast = RPL19A-GFP expression modulators in yeast, primary screen, cell-based, S. cerevisiae, multiplex flow cytometry, MLPCN; 0.3% of 330,000 active; S. cerevisiae RPL19A-GFP strain, 3 h; active compounds read low; percent response vs DMSO, % at 10 µM;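 active = percent response vs DMSO below 50%; inconclusive = fewer than 70 events counted for the yeast strain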;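 note: median channel GFP fluorescence of the barcoded RPL19A-GFP strain; ratio of sample median GFP to plate DMSO average so 100% = DMSO; lower means less RPL19A-GFP as with rapamycin TOR inhibition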
procasp3 activ = activators of human procaspase-3 D3A mutant, primary screen, biochemical, absorbance, PC-3 D3A mutant, single concentration; AID 463141, 2010; activation, % at 8.5 µM; 0.11% of 330,000 active; Caspase-3 (Homo sapiens), P42574; recombinant procaspase-3 D3A, Ac-DEVD-pNA absorbance 405 nm;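 active = activation above the mean of all tested compounds plus 3 SD, cut at about 21% in these data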;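 note: 0% = DMSO alone and 100% = DMSO wells spiked with extra 5 µM PC-3 D3A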
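Technique: 405 nm absorbance of p-nitroaniline, reads at 0 and 120 min; Test system: Procaspase-3 D3A mutant; Incubation: 1 h enzyme-compound preincubation, then 2 h substrate reaction, 25 °C; Repeats: singlicate, each compound tested once; Benchmarks: low control DMSO wells, high control DMSO plus 5 µM PC-3 D3A.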
procasp7 counter = procaspase-7 activators, primary screen, counter-screen for procaspase-3 activator project, biochemical, absorbance, HTS, human; Caspase-7 (Homo sapiens), P55210; recombinant procaspase-7, Ac-DEVD-pNA absorbance 405 nm; D23A/D198A/D206A triple mutant, cannot self-cleave; scale: DMSO 0, 5 µM enzyme 100; activation, % at 8.5 µM; 0.093% of 330,000 active; AID 463210, 2010;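 active = percent activation above the screen-wide mean plus 3 SD, cut at about 25% in these data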
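Assay system: Uncleavable procaspase-7 mutant enzyme | Input: 2 µM procaspase-7 mutant as dispensed | Timing: 1 h compound preincubation, 2 h substrate cleavage, 25 °C | Repeats: One well per compound | Control set: DMSO wells as 0%, DMSO with 5 µM added PC-7 as 100% | Technique: Epi-absorbance of released pNA at 405 nm, two timepoints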
CIT2 TOR yeast = modulators of CIT2-GFP expression in yeast, primary screen, S. cerevisiae, GFP fusion, multiplex flow cytometry, MLPCN library. S. cerevisiae CIT2-GFP strain, 3 h; 100 means same as DMSO wells. GFP response vs DMSO, % at 10 µM. 0.065% of 320,000 active;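 active = GFP response relative to DMSO above a set limit, near the screen mean plus 3 SD, cut at about 150% in these data; inconclusive = Fewer than 70 cells measured for a yeast strain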;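 note: ratio of well median GFP fluorescence to mean of DMSO wells on the plate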
MEP2-GFP yeast = modulators of MEP2-GFP levels in yeast, primary screen, S. cerevisiae, multiplex flow cytometry, MLPCN library; 0.51% of 330,000 active; GFP response vs DMSO, % at 10 µM; S. cerevisiae MEP2-GFP strain, 3 h; 100% = DMSO control level; AID 2016, 2009;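 active = GFP response versus DMSO above a set limit, roughly screen mean plus 3 SD, cut at about 180% in these data; inconclusive = fewer than 70 cells counted for a yeast strain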;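 note: median GFP fluorescence of the barcode-gated MEP2-GFP cells per well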
AHR act = AHR activators, primary screen, cell-based, luminescence, luciferase reporter, human; Aryl hydrocarbon receptor (Homo sapiens), P35869; AHR-responsive luciferase reporter cells; activation, % at 5 µM; 2.5% of 320,000 active; AID 2796, 2010; in the data active = activation above about 47%;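 note: 0% = vehicle wells and 100% = reference agonist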
Target sequence (P35869 whole entry, looked up): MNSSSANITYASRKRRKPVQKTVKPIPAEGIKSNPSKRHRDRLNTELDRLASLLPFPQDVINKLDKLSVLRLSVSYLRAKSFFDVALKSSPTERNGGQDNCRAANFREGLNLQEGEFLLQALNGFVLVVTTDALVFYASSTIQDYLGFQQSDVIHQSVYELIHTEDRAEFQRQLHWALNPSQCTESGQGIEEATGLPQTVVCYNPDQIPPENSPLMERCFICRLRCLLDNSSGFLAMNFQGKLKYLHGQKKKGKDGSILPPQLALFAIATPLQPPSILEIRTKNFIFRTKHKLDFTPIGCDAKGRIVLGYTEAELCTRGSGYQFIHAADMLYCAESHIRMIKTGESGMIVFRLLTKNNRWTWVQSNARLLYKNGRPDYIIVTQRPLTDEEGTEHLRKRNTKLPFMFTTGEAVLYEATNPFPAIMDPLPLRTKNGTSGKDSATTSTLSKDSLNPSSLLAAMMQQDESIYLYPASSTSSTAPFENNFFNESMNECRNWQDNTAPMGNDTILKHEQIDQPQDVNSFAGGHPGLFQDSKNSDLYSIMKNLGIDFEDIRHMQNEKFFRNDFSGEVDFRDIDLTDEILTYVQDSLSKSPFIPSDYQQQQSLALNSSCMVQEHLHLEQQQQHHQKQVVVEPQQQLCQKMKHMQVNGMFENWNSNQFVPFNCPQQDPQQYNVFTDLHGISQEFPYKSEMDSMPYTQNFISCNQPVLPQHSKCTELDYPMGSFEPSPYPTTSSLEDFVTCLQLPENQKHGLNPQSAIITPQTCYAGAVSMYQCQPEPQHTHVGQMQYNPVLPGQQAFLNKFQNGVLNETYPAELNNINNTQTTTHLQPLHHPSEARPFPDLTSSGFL
LAP4-GFP MLPCN = modulators of LAP4-GFP expression in yeast, primary screen, S. cerevisiae, multiplex flow cytometry, MLPCN library; GFP response vs DMSO, % at 10 µM; 3 h; median GFP as percent of DMSO wells; 0.34% of 320,000 active; AID 2023, 2009;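 active = GFP response vs DMSO above a set limit, about the screen mean plus 3 SD, cut at about 150% in these data; inconclusive = under 70 cell events counted for the yeast strain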
Starred values were filed as active, the others as inactive; u = inconclusive; x = no result given; [ ] = remark or other dose.

molecule,AGP1 TOR yeast,RPL19A-GFP yeast,procasp3 activ,procasp7 counter,CIT2 TOR yeast,MEP2-GFP yeast,AHR act,LAP4-GFP MLPCN
COc1ccc(S(=O)(=O)Nc2c(C)n(C)n(-c3ccccc3)c2=O)cc1,105,98,-8,6,103,99,-4,101
COc1ccc(CNc2ncc(-c3ccc(Cl)cc3)n2C)c(OC)c1OC,112,106,-2,10,108,116,1,113
CCC1(CC)NC(=O)N(CC(=O)OCn2nnc3ccccc3c2=O)C1=O,107,109,-4,-5,93,105,1,101
Clc1cccc(Cl)c1/C=N\Nc1nccs1,97,85,1,-3,111,99,13,116
O=C(NCC1CCCCC1)c1ccc(F)cc1Cl,100,99,3,10,99,104,1,95
O=C(OC1CCOC1=O)c1ccc(CO)cc1 (stereo not drawn),83,97,5,8,89,101,0,86
N/C(CN1CCCCC1)=N\S(=O)(=O)c1cc(Cl)cc(Cl)c1,97,98,-2,-3,92,101,1,107
Cc1c(C(=O)N(CCC#N)c2ccccc2)sc2nc3n(c(=O)c12)CCCC3,102,98,6,-10,106,101,1,113
CCCCn1c(N)c(N(CCC(C)C)C(=O)c2ccc(-c3ccc([N+](=O)[O-])cc3)o2)c(=O)[nH]c1=O,91,91,-2,-12,95,96,0,95
Cc1nn(CC(=O)NCCCc2ccccc2)c(=O)c2cc3occc3n12,100,98,5,4,99,102,-1,104
CCC1=C/C(=C\c2ccc3c(c2)OCO3)C(=O)S1,99,101,-3,-19,107,91,1,109
CCCN(CCC)c1ccc(CC(=O)NC(C)Cc2ccccc2)cc1 (stereo not drawn),125,100,0,-3,89,91,3,100
O=C(CN1C(=O)CCS(=O)(=O)c2ccccc21)NCc1ccc(F)cc1,97,101,5,11,100,112,6,98
O=C1CCCc2ccccc2N1Cc1ccc(F)cc1,98,97,3,10,94,106,5,91
Cc1cccc(N2CC(C(=O)Nc3ccc(S(=O)(=O)N4CCOCC4)cc3)CC2=O)c1C (stereo not drawn),13[may fluoresce violet],63[may fluoresce violet],6,6,u,258*[may fluoresce violet],-1,87[may fluoresce violet]
CCCc1ccc(OCC(O)CN2CCN(c3ccccc3)CC2)cc1 (stereo not drawn),95,93,-10,-7,93,99,4,99
CCC1CCCCN1CCCNC(=O)c1cn(C)c2ccc(S(=O)(=O)N3CCOCC3)cc2c1=O (stereo not drawn),94,96,4,7,95,86,0,89
Cc1ccccc1-n1c(SCC(=O)N/N=C/C=C/c2ccccc2[N+](=O)[O-])nc2ccccc2c1=O,101,105,-8,-5,100,97,10,106
Cc1ccc(NC(=O)COC(=O)CCc2c[nH]c(=O)[nH]2)cc1,99,102,1,4,99,95,1,97
CC1CCCC(NC(=O)CNC(=S)N(Cc2ccccc2)Cc2cccs2)C1C (stereo not drawn),90,97,-5,-3,99,95,5,91
COc1ccccc1CNS(=O)(=O)c1c(C)[nH]c(C)c1C(=O)N1CCCC1,104,99,-2,4,112,118,-1,94
CCN1CCc2nc3ccccc3c(C(=O)Nc3ccc(F)cc3)c2C1,98,95,5,-2,93,95,94*,94
CN(C)c1ccc(NC(=O)c2ccc(N3CCOCC3)nc2)cc1,110[may fluoresce green],102[may fluoresce green],1,-8,116[may fluoresce green],101[may fluoresce green],1,113[may fluoresce green]
O=C(c1ccc2nccnc2c1)N1CCN(Cc2ccc3c(c2)OCO3)CC1,97,94,-1,-2,92,103,0,101
C/C(=N\NC(=O)c1cccs1)c1cccnc1,100,99,0,-8,116,97,30,103
CCO[C@@H]1OC(C(=O)O)=C[C@H](c2ccc3c(c2)OCO3)[C@H]1CCCO,105,100,5,2,107,108,-2,94
COc1ccc(C(=O)Nc2ccccc2N2CCOCC2)cc1[N+](=O)[O-],80,120,5,4,111,90,15,78
Cc1ccc(C2(C)NC(=O)N(CC(=O)NCCC3=CCCCC3)C2=O)cc1 (stereo not drawn),90,91,0,2,89,93,1,x
C/C(=N\NC(=O)c1cccnc1)c1c(O)cc(C)oc1=O,103,112,2,2,119,83,15,86
COc1ccc(CNc2ncnc3cc(Cl)ccc23)cc1,101,99,7,-4,96,104,18,100

Compounds shown so far that contain fluorine (4):
molecule,AGP1 TOR yeast,RPL19A-GFP yeast,procasp3 activ,procasp7 counter,CIT2 TOR yeast,MEP2-GFP yeast,AHR act,LAP4-GFP MLPCN
O=C(NCC1CCCCC1)c1ccc(F)cc1Cl,100,99,3,10,99,104,1,95
O=C(CN1C(=O)CCS(=O)(=O)c2ccccc21)NCc1ccc(F)cc1,97,101,5,11,100,112,6,98
O=C1CCCc2ccccc2N1Cc1ccc(F)cc1,98,97,3,10,94,106,5,91
CCN1CCc2nc3ccccc3c(C(=O)Nc3ccc(F)cc3)c2C1,98,95,5,-2,93,95,94*,94

Later entries
molecule,AGP1 TOR yeast,RPL19A-GFP yeast,procasp3 activ,procasp7 counter,CIT2 TOR yeast,MEP2-GFP yeast,AHR act,LAP4-GFP MLPCN
N/C(=N\OC(=O)CC1CCCCC1)c1cccnc1,95,96,-8,10,101,105,-3,97
Cc1cc(C(=O)NNC(=O)c2cccc(Cl)c2)no1,117,107,-5,-6,108,107,0,107
CC(C)(C)c1ccc(C(=O)CCC(=O)NCc2ccccc2)cc1,92,95,-3,-6,89,95,0,100
O=C(Nc1ccccc1Cl)C1CC(=O)n2c(nc3ccccc32)N1 (stereo not drawn),96,97,3,0,98,94,1,97
O=S(=O)(N/N=C\C=C\c1ccccc1)c1ccc(Br)cc1,96,90,-10,11,88,86,0,96
Cc1c([N+](=O)[O-])c2ccc(O)cc2n1-c1ccccc1,99,97,-3,-17,92,92,15,103
Cc1ccc(N=C2NC(=O)C(CO)(CO)S2)cc1,92,99,-6,8,104,90,-4,82
COC(=O)c1cc(S(=O)(=O)NCC(C)c2ccccc2)cn1C (stereo not drawn),93,98,5,-4,92,93,0,87
CCOc1cc(Br)c(/C=C2/C(=O)N(C)C(=S)N2CC(=O)OC)cc1OC,96,97,-12,-18,95,107,-2,97
O=C(CN(C(=O)CCC(=O)Nc1ccccn1)c1ccccc1F)NCc1ccc2c(c1)OCO2,95,100,2,9,98,104,2,95
Cc1ccc(C(=O)OCC(=O)Nc2ccc3c(c2)OCO3)o1,21[may fluoresce violet],65[may fluoresce violet],-7,6,u,491*[may fluoresce violet],3,105[may fluoresce violet]
CCNC(=S)NN=C1CCC(C(C)(C)C)CC1 (stereo not drawn),102,99,-9,7,93,105,4,95
O=C(CSc1ccc(Cl)cc1)N1CCC(c2nc3ccccc3s2)CC1,78,94,11,0,89,96,3,101
Cc1cccnc1NC(=O)C1CCCN1S(=O)(=O)c1ccc(Cl)cc1 (stereo not drawn),102,103,4,4,105,102,0,98
Cc1c(Cl)cnc(NC(=O)COC(=O)C2CC3CCCC(C2)C3=O)c1Cl (stereo not drawn),95,90,1,-8,85,92,1,91
Cc1ccccc1Cc1c(C)nc2c(C(=O)NCc3ccc4c(c3)OCO4)cnn2c1C,104,101,2,-3,95,103,8,108
CC(SCC(=O)Nc1ccc(S(=O)(=O)N2CCCCC2)cc1)C(=O)O (stereo not drawn),101,95,-1,-2,103,98,-1,95
COc1ccccc1CN1CCNC(=O)C1CC(=O)NCCC1=CCCCC1 (stereo not drawn),111,111,7,-1,108,120,3,108
COC(=O)[C@@H](NC(=O)c1ccc(OC2CCN(Cc3ccccn3)CC2)cc1)C(C)C,97,102,5,-6,100,112,6,95
COc1ccc(C(C)=O)cc1CC(=O)NCCCn1ccnc1,79,106,4,-5,67,100,0,98

Record cards, from the list above:
`COc1ccccc1CN1CCNC(=O)C1CC(=O)NCCC1=CCCCC1` (stereo not drawn) across the screens: AGP1 TOR yeast = 111; RPL19A-GFP yeast = 111; procasp3 activ = 7; procasp7 counter = -1; CIT2 TOR yeast = 108; MEP2-GFP yeast = 120; AHR act = 3; LAP4-GFP MLPCN = 108
`Cc1ccccc1Cc1c(C)nc2c(C(=O)NCc3ccc4c(c3)OCO4)cnn2c1C` across the screens: AGP1 TOR yeast = 104; RPL19A-GFP yeast = 101; procasp3 activ = 2; procasp7 counter = -3; CIT2 TOR yeast = 95; MEP2-GFP yeast = 103; AHR act = 8; LAP4-GFP MLPCN = 108

A different layout for some results above:
The line under a structure holds: AGP1 TOR yeast | RPL19A-GFP yeast | procasp3 activ | procasp7 counter | CIT2 TOR yeast | MEP2-GFP yeast | AHR act | LAP4-GFP MLPCN
CC(SCC(=O)Nc1ccc(S(=O)(=O)N2CCCCC2)cc1)C(=O)O (stereo not drawn)
→ 101 | 95 | -1 | -2 | 103 | 98 | -1 | 95
COc1ccccc1CN1CCNC(=O)C1CC(=O)NCCC1=CCCCC1 (stereo not drawn)
→ 111 | 111 | 7 | -1 | 108 | 120 | 3 | 108
COC(=O)[C@@H](NC(=O)c1ccc(OC2CCN(Cc3ccccn3)CC2)cc1)C(C)C
→ 97 | 102 | 5 | -6 | 100 | 112 | 6 | 95

Following part
molecule,AGP1 TOR yeast,RPL19A-GFP yeast,procasp3 activ,procasp7 counter,CIT2 TOR yeast,MEP2-GFP yeast,AHR act,LAP4-GFP MLPCN
O=C(COc1ncnc2ccc(Br)cc12)NCc1ccc2c(c1)OCO2,96,94,5,5,94,96,18,94
COc1ccc(Cn2c3ccc(OC)cc3c3nc4ccccc4nc32)cc1,108,107,4,-6,103,101,3,106
CSc1ccc(S(=O)(=O)Nc2ccc3c(c2)OCCO3)cc1,102,97,4,8,98,101,0,103
Cc1cccc(NS(=O)(=O)c2ccc3c(c2)CCC(=O)N3)c1,97,99,-8,7,93,81,1,99
CN(Cc1c(F)cccc1Cl)C(=O)c1ccc2ccccc2n1,102,102,-1,1,97,108,4,99
COC(=O)c1ccc(NC(=O)COc2coc(CN3CCc4ccccc43)cc2=O)cc1,92,88,2,-6,90,94,-1,99
COc1cccc(C2CC(=O)Nc3n[nH]c(-c4ccccc4)c32)c1OC (stereo not drawn),102,97,5,-4,100,100,1,103
O=C(O)CCCC(=O)Nc1ccccc1-n1ccnc1,x,92,-2,10,91,81,-1,91
COc1ccc(NC(=O)c2ccccc2NC(=O)C2CCCO2)cc1 (stereo not drawn),95,96,4,9,100,95,7,92
COc1ccc(/C=C/C(=O)Nc2cccc(S(=O)(=O)NC3=NCCCCC3)c2)cc1OC,96,100,3,1,101,102,-3,105
O=S(=O)(c1ccc2ccccc2c1)N(CC1CO1)c1ccccc1 (stereo not drawn),107,97,2,-4,94,93,1,107
